# From PubChem BioAssay
# Myeloid diff MLP – myeloid differentiation induction; ER-HoxA9 myeloid progenitors, lysozyme-GFP differentiation, flow cytometry; actives 1% (n = 360,000); calls only at 10 µM; AID 624256;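 active means normalized GFP-positive differentiation at or above the plate's own cutoff, the solvent-only control mean plus 3 SD; inconclusive means no clear call, values can overlap the other calls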;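 further: cells exposed to compound for four days before flow analysis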
# Myeloid diff MLP GFP+ MAC1+ % – second read-out of Myeloid diff MLP, no call of its own (marks repeat the call); GFP+ MAC1+ double positive, %; measured here: differentiation confirmed by MAC1 staining
# Numbers without * were called inactive; i = inactive; ? = inconclusive; / = no result given; + = active, no number. An excerpt; count on the stated rates, not on these rows.
# The line under a structure holds: Myeloid diff MLP GFP+ MAC1+ %, Myeloid diff MLP
CC1(C(=O)NS(=O)(=O)c2cccc(F)c2)CCN1C(=O)Cc1ccccc1 (configuration not stated)
    1.0, i
CCn1c(CCC(N)=O)nnc1SCC(=O)Nc1cccc(S(=O)(=O)N2CCCC2)c1
    0.9, i
CC(C)CNC(=O)C1(C)CCCCCN1C(=O)c1csnn1 (configuration not stated)
    2.0, i
CCN(C(=O)CSc1nccn1C)c1cccc2ccccc12
    1.4, i
CCC(C)N(C(=O)COC(=O)c1nc(Cl)ccc1Cl)C1CCS(=O)(=O)C1 (configuration not stated)
    1.0, i
CNC(=O)c1ccc(NC(=O)CC2SC(N3CCCC3)=NC2=O)cc1 (configuration not stated)
    0.7, i
Nc1[nH]c(C(=O)c2ccccc2)c(-c2ccccc2C(F)(F)F)c1C(=O)NCc1cccc2ccccc12
    0.9, i
O=S(=O)(NNc1ncc(C(F)(F)F)cc1Cl)c1ccccc1
    0.4, i
Cc1ccc(Nc2nc(Cl)nc3ncn(C)c23)c(C)c1
    0.9, i
Cc1cccc(C)c1NC(=O)CN(C)C(=O)CC1Sc2ccccc2NC1=O (configuration not stated)
    1.1, i
CC(=O)Nc1cccc(C(=O)NNC(=O)c2ccc(-n3cnnn3)cc2)c1
    1.5, i
COc1ccc(-c2ccc3oc(-c4ccsc4)c(-c4ccc(OC)cc4)c3c2)cc1
    2.0, i
COc1ccc(C(=O)Nc2ncc(C)s2)cc1S(=O)(=O)N1CCOCC1
    1.2, i
Nc1c(Br)cc(Br)c2c1C(=O)c1c(cccc1S(=O)(=O)O)C2=O
    1.3, i
Cc1cc(C)c(NC(=O)CNC(=O)CN(C)Cc2ccc(Br)s2)c(C)c1
    0.9, i
NC(=O)c1ncn([C@@H]2O[C@H](CNCc3cccc4c3sc3ccccc34)[C@@H](O)[C@H]2O)n1
    0.9, i
COc1ccc(CNC(=O)COC(=O)C2(C)CC2(Cl)Cl)cc1 (configuration not stated)
    1.2, i
COc1cc(C(=O)N2CCN(S(=O)(=O)c3ccc(C(C)C)cc3)CC2)ccc1OCC(=O)N1CCOCC1
    0.5, i
CC(C)CN1CCC1(C)C(=O)Nc1ccc(OC(F)F)cc1 (configuration not stated)
    1.6, i
COc1ccc(C2C3=C(COC3=O)Oc3cc4c(cc32)OCO4)cc1OC (configuration not stated)
    /, ?

# Some of these compounds in order of their number in Myeloid diff MLP GFP+ MAC1+ %, falling:
structure,Myeloid diff MLP GFP+ MAC1+ %
COc1ccc(-c2ccc3oc(-c4ccsc4)c(-c4ccc(OC)cc4)c3c2)cc1,2.0
Nc1c(Br)cc(Br)c2c1C(=O)c1c(cccc1S(=O)(=O)O)C2=O,1.3
COc1ccc(CNC(=O)COC(=O)C2(C)CC2(Cl)Cl)cc1 (configuration not stated),1.2

# More compounds.
# The line under a structure holds: Myeloid diff MLP GFP+ MAC1+ %, Myeloid diff MLP
CCC1CCCCN1C(=S)NC(=O)c1cc(Br)ccc1Cl (configuration not stated)
    0.8, i
O=C(Nc1cccc(F)c1)c1ccc(-n2cncn2)c2ccoc12
    0.5, i
COC(=O)c1ccc2nc(C3CCCCC3)c(CC(C)(C)C)n2c1
    0.7, i
Cc1noc(C)c1S(=O)(=O)N1CCCN(C(=O)/C=C/c2ccccc2F)CC1
    1.2, i
O=C(OCC(=O)c1ccc(Br)s1)c1ccc(O)cc1
    0.1, i
CC(=O)Nc1ccc(NC(=O)COC(=O)c2ccc(Cl)nc2)cc1
    0.6, i
O=C(NCCN1CCOCC1)C(=O)NCC1OCCN1S(=O)(=O)c1ccc(Cl)cc1 (configuration not stated)
    0.3, i
COc1cc(/C=C/C(=O)O)cc(S(=O)(=O)Nc2ccc(S(=O)(=O)N3CCCCC3)cc2)c1OC
    0.6, i
Fc1ccc(-c2ccc3c(c2)C2CC3CCN2)cc1 (configuration not stated)
    0.7, i
Nc1ccn(CCCNC2CCN(Cc3ccccc3)CC2)c(=O)n1
    1.0, i
COc1ccc(-c2cc(C(=O)N(C)Cc3nc4ccccc4c(=O)[nH]3)c3ccccc3n2)cc1OC
    0.7, i
C=CCN1C(=O)c2ccc(C(=O)N3CCN(c4ccccc4OC)CC3)cc2C1=O
    0.4, i
CC[C@H](C)[C@H]1CNC(=S)N1CC1CCN(CCCCc2ccccc2)CC1
    1.6, i
O=[N+]([O-])c1cccc(SSc2cccc([N+](=O)[O-])c2)c1
    1.1, i
COc1ccc(-c2nc3ccc(Cl)cn3c2Cc2cccc(F)c2)cc1OC
    0.9, i
CCCNC(=O)C1(C)CCCN(Cc2ccc(C#N)cc2)C1 (configuration not stated)
    1.6, i
CCCN(C(=O)c1ccc(OCC(C)C)cc1)c1c(N)n(Cc2ccccc2)c(=O)[nH]c1=O
    0.1, i
CCOC(=O)NC(=S)Nc1cccc(C)n1
    0.8, i
COCCNC(=O)C1(C)CCCN(CCOc2ccc(Cl)cc2)C1 (configuration not stated)
    1.3, i
Cc1ccc(NC(=O)C(C)SCc2nc3sc(C)c(C)c3c(=O)[nH]2)nc1 (configuration not stated)
    1.3, i
CC[C@]12c3[nH]c4cc(-c5ccco5)ccc4c3CCN1C(=O)[C@@H](CC(=O)NCCCn1ccnc1)C[C@@H]2C(=O)N1CCN(C(=O)C2CC2)CC1
    3.2*, +
COc1cc(CCC(=O)Nc2cc(S(=O)(=O)N3CCOCC3)ccc2OC(C)C)cc(OC)c1OC
    1.2, i
O=C(Oc1ccc(Br)cc1C(=O)/C=C/c1ccccc1F)c1ccco1
    0.1, i
COc1ccc(CNC(=O)c2cccc3c(-c4cccc(C(N)=O)c4)coc23)cc1OC
    1.1, i
C[C@@H]1COC(=O)[C@@H](CC(=O)OC(C)(C)C)C/C=C\C[C@@H](CC(=O)N(CCO)Cc2ccccc2)C(=O)N1
    0.3, i
Cc1cccc(OCC(=O)NCc2nnc3ccc(C(F)(F)F)cn23)c1C
    0.7, i
CC(C(=O)Nc1ccc([N+](=O)[O-])cc1Cl)N1CCN(S(=O)(=O)c2cccs2)CC1 (configuration not stated)
    0.9, i
C#CCOCCOCCOCCNc1nc(N2CCOCC2)nc(N2CCN(C(=O)[C@H](CCCCN)n3cc(CCCC)nn3)CC2)n1
    1.3, i
O=C(OCC(=O)N1CCCc2ccccc21)c1ccc(C(F)(F)F)cc1
    1.9, i
CCCN(C(=O)c1nc2nc(C)cc(C)n2n1)c1c(N)n(Cc2ccccc2)c(=O)[nH]c1=O
    0.7, i
Cc1ccc(S(=O)(=O)N(C)C[C@H]2OCc3cn(nn3)CCCC(=O)N([C@@H](C)CO)C[C@@H]2C)cc1
    1.3, i
Nc1c(N(CCC2=CCCCC2)C(=O)Cc2ccccc2F)c(=O)[nH]c(=O)n1Cc1ccccc1
    0.1, i
CCCOC(=O)c1ccc(NC(=O)COC(=O)C2CCN(c3ccc(C(F)(F)F)cn3)CC2)cc1
    0.9, i
Cc1cc(C)c(C#N)c(SCC(=O)Nc2cc(C)on2)n1
    1.1, i
COc1ccc(Cl)cc1C(=O)OCC(=O)NCc1cccs1
    0.9, i
COc1ccc(S(=O)(=O)Nc2ccccc2)cc1
    0.6, i
COc1ccccc1N1CCN(C(=O)c2ccc3noc(-c4ccccc4)c3c2)CC1
    1.3, i
CCOc1ccc(CCNC(=O)COC(=O)Cc2ccc(OC)c(OC)c2)cc1OCC
    0.5, i
CCOC(=O)[C@]12CCC=C1N(Cc1ccco1)C(=O)[C@H](CC(=O)NCCCN1CCCC1=O)C2
    1.2, i
O=C(COC(=O)CCC1CCCC1)Nc1cc(S(=O)(=O)N2CCOCC2)ccc1Cl
    1.1, i
O=C(NCc1ccccc1)c1nc[nH]c1C(=O)N1CCc2ccccc2C1
    2.4, i
CC(=O)Nc1ccc(S(=O)(=O)NC(C(=O)O)C(C)C)cc1 (configuration not stated)
    2.7, i
CC1=C(C(=O)N(C(C)C)C(C)C)CC(CC(=O)NCc2cccs2)C(=O)N1CCC1=CCCCC1 (configuration not stated)
    0.9, i
Cc1cccc(C)c1-n1nnnc1C1(C)CCC(=O)N1Cc1cccc(C(F)(F)F)c1 (configuration not stated)
    1.3, i
COc1ccccc1CCNC(=O)COc1cccc2c1OC(C)(C)C2
    0.6, i
CN(CC(=O)Nc1ccccc1Br)C(=O)CNC(=O)c1ccc2c(c1)OCO2
    0.6, i
CC[C@]12c3[nH]c4cc(CCC(=O)N(C)C)ccc4c3CCN1C(=O)[C@@H](CC(=O)NCCCn1ccnc1)C[C@@H]2C(=O)N1CCN(C(=O)C2CC2)CC1
    0.4, i
CCc1cc2c(SCC(=O)NC3CCCC3)ncnc2s1
    1.2, i
C[C@H](O)[C@@H]1C(=O)N2CCc3c([nH]c4ccccc34)[C@@H]2C[C@@H]1N(C)C(=O)c1ccco1
    1.0, i
Cc1cccc(NC(=O)COC(=O)c2n[nH]c3ccccc23)c1C
    0.4, i

# The listing continues:
# The line under a structure holds: Myeloid diff MLP GFP+ MAC1+ %, Myeloid diff MLP
COCCn1c(C)cc(C(=O)CN2C(=O)C(=O)N(CCC3=CCCCC3)C2=O)c1C
    2.5, i
CC1(C(=O)Nc2cccc3ccccc23)CCN1C(=O)Cc1ccccc1Cl (configuration not stated)
    0.8, i
CCc1ccc(N2CC(C(=O)Nc3ccccc3N3CCCC3)CC2=O)cc1 (configuration not stated)
    0.7, i
CC(CCl)n1c(=O)c2ccccc2n1S(C)(=O)=O (configuration not stated)
    0.9, i
COC(=O)CCCn1cc(CN2CC(N3CCCC3)CS2(=O)=O)nn1 (configuration not stated)
    0.4, i
O=c1c2ccccc2[nH]c(=S)n1CC1CCCO1 (configuration not stated)
    0.3, i
CCOC(=O)C1(C)CCCN(C(=O)c2ccc(OC)cc2)C1 (configuration not stated)
    0.7, i
CCC1CCCCN1S(=O)(=O)c1ccc(NC(=O)C2CC(=O)N(C(C)(C)C)C2)cc1 (configuration not stated)
    0.6, i
O=C(Nc1cccc(Cl)c1Cl)C1CCCC1
    0.9, i
CN(C(=O)COC(=O)/C=C/c1ccc(C(F)(F)F)cc1)c1c(N)n(Cc2ccccc2)c(=O)[nH]c1=O
    0.6, i

# Some values from the results shown.
# CCC1CCCCN1S(=O)(=O)c1ccc(NC(=O)C2CC(=O)N(C(C)(C)C)C2)cc1 (configuration not stated) in Myeloid diff MLP GFP+ MAC1+ % = 0.6
# COC(=O)CCCn1cc(CN2CC(N3CCCC3)CS2(=O)=O)nn1 (configuration not stated) in Myeloid diff MLP GFP+ MAC1+ % = 0.4
# CN(C(=O)COC(=O)/C=C/c1ccc(C(F)(F)F)cc1)c1c(N)n(Cc2ccccc2)c(=O)[nH]c1=O in Myeloid diff MLP GFP+ MAC1+ % = 0.6
# CC(CCl)n1c(=O)c2ccccc2n1S(C)(=O)=O (configuration not stated) in Myeloid diff MLP GFP+ MAC1+ % = 0.9

# The list continues:
# The line under a structure holds: Myeloid diff MLP GFP+ MAC1+ %, Myeloid diff MLP
COc1ccccc1OCC(=O)NC1CCCCCCC1
    0.3, i
O=C(CN1C(=O)NC2(CCOc3ccccc32)C1=O)NCc1ccc(F)cc1 (configuration not stated)
    1.9, i
CC(C)Cc1nnc(NC(=O)C2CSC3(C)CCC(=O)N23)s1 (configuration not stated)
    0.4, i
Cc1c(N)cc2c(c1N)C(C)(C)CC2(C)C
    1.2, i
CC1CN(S(=O)(=O)c2cc(C(=O)NCCC3=CCCCC3)ccc2Cl)CC(C)O1 (configuration not stated)
    0.7, i
COC(=O)c1cc(C(=O)NNC(=O)c2ccc3c(c2)OCO3)cc([N+](=O)[O-])c1
    2.5, i
COc1ccc(NC(=O)CCNC(=O)N2CC(=O)Nc3ccccc32)cc1
    1.0, i
CC(C)(C)Cc1c(-c2ccc(Cl)cc2)nc2c(Cl)cc(C(F)(F)F)cn12
    0.5, i
COc1cc(C(=O)c2cc3c(cc2C)OCO3)cc(OC)c1OC
    /, ?
CCN(CC)S(=O)(=O)c1ccc(C(C)NCC(=O)Nc2ccccc2C(=O)NC2CC2)cc1 (configuration not stated)
    0.1, i
COc1ccc([C@H]2CC(=O)C=C(/C=C/c3ccc(Cl)cc3)C2)cc1
    1.2, i
O=C(C1CCCCC1)N1CCC2CC1c1cc(Cl)ccc12 (configuration not stated)
    0.2, i
C[C@@]12CC[C@H]3OC(=O)C=C3C1CC[C@@]13CC(CCC12)[C@](CO)(O[C@H]1O[C@H](CO)[C@@H](O)[C@H](O)[C@H]1O)C3 (some centres not stated)
    2.5, i
C=CCN1C=C(C(=O)c2ccccc2)C(=O)CC1
    0.9, i
COc1ccc(Cl)cc1-c1nc(-c2ccc(NC(=O)c3ccncc3)cc2)no1
    0.8, i
CNC(=O)C(=O)NCCC1CCCCN1S(=O)(=O)c1cccs1 (configuration not stated)
    0.5, i
CCOC(=O)C(Cc1c[nH]c2ccc([N+](=O)[O-])cc12)(NC(C)=O)C(=O)OCC
    0.6, i
O=C(NCCC(=O)N1O[C@@H]2C=C[C@H]1C2)OCC1c2ccccc2-c2ccccc21
    2.6, i
O=C(CCN1CCCO1)N1CCCC(Nc2cccc(F)c2)C1 (configuration not stated)
    0.5, i
CCCNC(=O)C1(C)CCCN(C(=O)c2cccc(C(F)(F)F)c2)C1 (configuration not stated)
    1.3, i
CN1CCc2cc(O)c(O)cc2C(c2ccccc2)C1 (configuration not stated)
    2.0, i
Cc1cc(C(F)(F)F)nc(NNc2nc(C)cc(C(F)(F)F)n2)n1
    0.5, i
O=C1NC[C@H](Cc2ccccc2)N(C[C@H]2CCCN2C[C@H](Cc2ccc(O)cc2)N2C[C@H](Cc3ccc(O)cc3)N(CC3CCCCCC3)C(=O)C2=O)C1=O
    1.2, i
CSc1ncccc1C(=O)OCC(=O)c1ccc(Cl)s1
    0.2, i
CC(=O)c1cccc(N2C(=O)CC(N3CCN(S(=O)(=O)c4ccccc4F)CC3)C2=O)c1 (configuration not stated)
    2.1, i
CCCNC(=O)C1(C)CCN(C(=O)c2cc(C)nn2C(C)(C)C)C1 (configuration not stated)
    1.0, i
